Bioassay records from PubChem BioAssay.
EBI2 block: EBI2 (human) antagonism; AID 651636; hit rate 0.81% among 360,000; P32249; EBI2 beta-arrestin recruitment, luminescence, 7a,25-OHC stimulated; inhibition, % at 5 µM; in the data active = inhibition above about 38%;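 note: enzyme fragment complementation signal reports receptor beta-arrestin coupling in cells; 0% = agonist plus DMSO wells and 100% = wells without agonist; some results beyond the cut were filed as inactive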
Gli-Sufu block: Gli-Sufu pathway antagonism; hit rate 0.74% among 340,000; Sufu-KO-LIGHT fibroblasts, Gli luciferase reporter luminescence; inhibition, % at 5 µM;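 active = inhibition above about 55%, limit read from the data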;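 note: 0% = DMSO-treated cells and 100% = wells with medium but no cells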
CCR6 antag: CCR6 (human) receptor antagonism; P51684; CHO-K1 CCR6 PathHunter beta-arrestin, luminescence, CCL20-stimulated; inhibition, % at 20 µM; hit rate 0.49% among 340,000;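 active = compounds whose inhibition of the agonist-driven luminescence signal at 20 µM reaches about 50%, limit read from the data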;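 note: cells stimulated with CCL20 at 14 nM final; plate controls were DMSO with CCL20 for no effect and DMSO without agonist for full effect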
Target sequence (P51684 whole entry, looked up): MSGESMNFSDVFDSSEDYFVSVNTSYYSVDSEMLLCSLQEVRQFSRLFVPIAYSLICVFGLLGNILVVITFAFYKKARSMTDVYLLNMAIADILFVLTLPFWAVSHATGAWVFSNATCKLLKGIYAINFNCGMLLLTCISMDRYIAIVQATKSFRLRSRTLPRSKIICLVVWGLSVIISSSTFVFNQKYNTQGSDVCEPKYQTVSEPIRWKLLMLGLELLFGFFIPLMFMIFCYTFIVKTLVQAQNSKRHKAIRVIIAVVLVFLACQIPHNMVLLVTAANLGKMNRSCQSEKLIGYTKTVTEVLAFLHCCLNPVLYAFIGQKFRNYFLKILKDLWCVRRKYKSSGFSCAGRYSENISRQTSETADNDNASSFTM
A3G deaminase: blocks human APOBEC3G single-stranded DNA deamination; Q9HC16; recombinant A3G, ssDNA deamination FAM/TAMRA fluorescence; inhibition, % at 20 µM; hit rate 0.28% among 330,000;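 active = inhibition of at least 40% at 20 µM, with no more than 30% in the related APOBEC3A deaminase screen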;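 note: plate controls were DMSO wells with A3G for no effect and wells lacking A3G enzyme for full effect; some compounds called inactive have numbers as strong as hits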
Target sequence (Q9HC16 whole entry, looked up): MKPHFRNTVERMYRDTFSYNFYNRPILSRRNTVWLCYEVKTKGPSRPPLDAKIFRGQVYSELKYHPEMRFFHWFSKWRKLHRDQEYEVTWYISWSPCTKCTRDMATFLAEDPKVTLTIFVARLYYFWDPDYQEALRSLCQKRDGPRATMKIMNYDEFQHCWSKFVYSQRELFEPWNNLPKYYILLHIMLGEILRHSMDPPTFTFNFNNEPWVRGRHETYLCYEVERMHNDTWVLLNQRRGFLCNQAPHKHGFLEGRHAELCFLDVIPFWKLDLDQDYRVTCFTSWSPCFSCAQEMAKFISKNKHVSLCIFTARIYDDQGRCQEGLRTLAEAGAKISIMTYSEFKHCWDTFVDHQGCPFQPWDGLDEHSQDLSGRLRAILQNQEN
GRIN3A LBD mod: modulators (binders) of human NR3A ligand-binding domain; hit rate 2.5% among 340,000; NR3A LBD differential scanning fluorimetry, Tm shift; 0% = protein alone, 100% = glycine-bound protein; Tm shift relative to glycine control, % at 25 µM;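 active = melting temperature shift of at least 10% of the positive control shift, at one fixed dose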
MPTP block: permeability transition pore inhibition | hit rate 1.4% among 360,000 | inhibition, % at 10 µM | isolated mouse mitochondria, Ca2+ swelling absorbance, 30 min;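 active = inhibition of 50% or more, scaled per plate between neutral and stimulator controls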;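 note: 0% = DMSO wells given calcium and 100% = 1 mM EGTA wells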
CXCR6 inh: CXCR6 (human) receptor inhibition | O00574 | CHO-K1 PathHunter CXCR6 beta-arrestin, luminescence | inhibition, % at 20 µM | hit rate 0.36% among 360,000 | AID 602244; in the data active = inhibition above about 34%, passing the limit was not always enough;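 note: antagonist mode with CXCL16 agonist at 10 nM final; 0% = 10 nM CXCL16 with DMSO and 100% = unstimulated wells without agonist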
APOBEC3A inh: inhibitors of human APOBEC3A DNA deaminase. hit rate 0.41% among 330,000. recombinant A3A, FAM/TAMRA ssDNA deamination fluorescence. P31941. inhibition, % at 20 µM. AID 493011;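 active = at least 40% inhibition at 20 µM here, with at most 30% in a related deaminase screen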;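 note: plate controls were A3A with DMSO for no effect and wells lacking A3A enzyme for full effect; some results filed as inactive read as strong as hits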
Target sequence (P31941 whole entry, looked up): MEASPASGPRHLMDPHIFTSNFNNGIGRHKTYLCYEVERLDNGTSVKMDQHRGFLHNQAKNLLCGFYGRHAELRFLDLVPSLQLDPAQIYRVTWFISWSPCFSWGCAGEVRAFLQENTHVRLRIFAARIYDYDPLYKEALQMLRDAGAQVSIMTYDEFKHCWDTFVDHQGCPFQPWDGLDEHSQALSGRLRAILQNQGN
* marks the source's active call; other numbers are inactive results; . = not tested or not shown.

SMILES	EBI2 block	Gli-Sufu block	CCR6 antag	A3G deaminase	GRIN3A LBD mod	MPTP block	CXCR6 inh	APOBEC3A inh
O=C(NC(=S)Nc1ccc2oc(=O)ccc2c1)c1cc2ccccc2o1	-8	-5	34	12	4	3.3	16	3
Cc1occc1C(=O)N/N=C/C1=C(N2CCOCC2)C(=C\c2ccc(Cl)cc2)/CC1	3	8	8	-3	0	8.3	-6	3
COCCCn1c(=O)c2ccccc2n(Cc2ccccc2)c1=O	3	43	1	-4	0	0.2	-3	-5
Cc1cc(Nc2nc(Cl)c(Cl)cc2Cl)n(-c2ccccc2)n1	0	-15	-3	-7	-1	-0.1	-7	-3
COc1ccc(C(=O)Nc2cc3c(cc2OC)CCCC3)cc1Br	29	17	-5	-7	11*	1.0	7	-2
Cn1c(=O)c2cn3c(c2n(C)c1=O)C(c1ccccc1)CC(c1ccccc1)=N3 (centres undefined)	-1	4	-16	-7	1	-1.3	-1	-3
CCN(CC)CC(=O)Nc1nc(-c2ccc(Cl)cc2)cs1	24	-12	1	-4	-5	0.6	-8	-4
C#CCNC(=O)C1=C[C@H](c2ccc(C(F)(F)F)cc2)C[C@H](OCCCCO)O1	5	7	5	-2	-3	-0.9	-4	7
COc1cc(OC)c(OC)cc1CNC(=O)c1cccc(S(=O)(=O)N2CCc3ccccc3C2)c1	-14	66*	3	-10	-1	98*	-4	-4
COc1cccc(CNC(=O)Cc2csc(NC(=O)Nc3ccccc3OC)n2)c1	0	1	8	-7	-1	-1.8	-4	-2
CCOC(=O)CN1C(=O)C(O)(CC(=O)c2ccco2)c2ccccc21 (centres undefined)	7	6	16	-2	1	-1.2	-6	2
COc1ccccc1C1=CN(Cc2ccccc2)CCC1=O	-3	-2	3	-6	0	0.1	1	-3

Reprinted from the part before: 2 entries, then new ones.
SMILES	EBI2 block	Gli-Sufu block	CCR6 antag	A3G deaminase	GRIN3A LBD mod	MPTP block	CXCR6 inh	APOBEC3A inh
CCOC(=O)CN1C(=O)C(O)(CC(=O)c2ccco2)c2ccccc21 (centres undefined)	7	6	16	-2	1	-1.2	-6	2
COc1ccccc1C1=CN(Cc2ccccc2)CCC1=O	-3	-2	3	-6	0	0.1	1	-3
O=C(c1ccccc1[N+](=O)[O-])N1CCc2ccccc2C1	5	-8	4	-2	1	-0.3	-7	1
CS(=O)(=O)N(CC(=O)NCc1ccncc1)c1cc(Cl)ccc1Cl	-3	2	11	1	-1	-1.4	2	2
Cc1noc2ncnc(SCc3ccc(C(F)(F)F)cc3)c12	-6	-11	5	4	-2	5.4	-2	4
CCn1ccc(C(=O)NC2C(=O)N3C(C(=O)O)=C(C)CSC23)n1 (centres undefined)	1	4	11	-1	2	3.8	-2	2
COc1ccc(N(Cc2cc3ccccc3[nH]c2=O)S(=O)(=O)c2ccc(OC)cc2)cc1	12	0	12	0	-7	-0.4	-4	-3
NC(=O)N/N=C/c1cn(CC(=O)Nc2ccc(F)cc2)c2ccccc12	-10	6	2	-6	0	3.6	-3	-3
O=C(Nn1cnc2ccccc2c1=O)c1cccc(Cl)c1	11	-2	13	-7	-2	-1.3	-5	0
CC(C)CN1C2CCCC1CC(NC(=O)c1ccc([N+](=O)[O-])cc1)C2 (centres undefined)	-6	7	20	-2	0	0.4	2	-6
CCOC(=O)c1sc(C)c(C(=O)NCCCN2CCOCC2)c1N	0	0	-7	-6	2	-0.8	4	-7
COc1ccccc1-c1cc(C(=O)N2CCOCC2)no1	-7	-85	0	-16	-2	-0.1	-6	-2
COc1ccc(NC(=S)Nc2ncccc2C)c(OC)c1	-1	-49	18	4	0	-1.0	6	4
COc1ccc(NC(=O)C(=O)NCC(c2ccco2)N2CCc3ccccc32)cc1 (centres undefined)	8	17	-2	-4	0	2.9	-13	-2
Cc1ccc2oc(=O)c3cc(C(=O)NCCN4CCN(C)CC4)sc3c2c1	-1	4	10	-2	4	-2.0	4	2
COc1ccc(C)cc1NC(=O)CSc1nnc2ccc(-c3ccccn3)nn12	-1	-14	4	2	-1	-0.6	-3	3
CC(C)N1C(=O)/C(=C\c2nc3ccccc3c(=O)n2-c2ccccc2)c2ccccc21	55*	9	24	.	-16	-0.3	12	.
COc1cc(CN2c3ccccc3C(=O)CS2(=O)=O)cc(OC)c1	-2	8	8	3	-2	-0.8	1	2
Cc1ccccc1-n1c(CSC(=N)N)nc2ccccc2c1=O	-21	0	17	-3	0	-1.0	17	1
CCOC(=O)N1CCC(NC(=O)Cn2c3c(c(-c4ccccc4Cl)cc2=O)CCC3)CC1	-4	3	8	-7	-1	-0.6	2	-4
COc1ccc(Nc2nccc3c2nnn3C)cc1	-1	-83	-6	0	2	-0.7	2	-1
COc1cc(NC(=S)N2CCc3ccccc3C2)cc(OC)c1	2	-12	4	-8	-4	1.5	2	-3
O=C(N/N=C/c1cccnc1)C(=O)N1CCCCCC1	-4	8	2	-10	2	-0.5	0	-4
c1ccc(-n2ncc3c(N4CCN(CCOc5cccc6ccccc56)CC4)ncnc32)cc1	12	11	-5	-7	-12	2.3	-2	-5
CCOc1ccc(NC(=O)c2ccc3nccnc3c2)cc1	-4	-27	11	2	-8	1.7	3	3
Cc1ccc(NC(=O)Cn2c(=O)n(CCC(=O)NC3CCN(Cc4ccccc4)CC3)c(=O)c3ccccc32)cc1	5	18	15	-5	1	0.2	3	11
CCOCCCn1c(=N)c(S(=O)(=O)c2ccc(C)cc2)cc2c(=O)n3cc(C)ccc3nc21	13	-11	22	-5	-24	5.9	12	0
CC1C(c2ccccc2)N(C)C(c2ccccc2)CC1(O)c1ccc(F)cc1 (centres undefined)	3	-1	13	.	-8	3.5	2	.
CC1(C(=O)NCCc2c[nH]c3ccccc23)C=CC2(CCCCC2)N1C(=O)c1ccccc1 (centres undefined)	28	0	4	-5	-4	0.2	-2	-2
CC(C)[C@H](Nc1ncnc2c1oc1ccccc12)C(=O)O	-1	-5	14	-5	0	1.8	-2	-1
CC(=O)NC1=NN(C(C)=O)C(c2ccco2)S1 (centres undefined)	-11	1	5	-7	4	-1.9	1	-5
Cc1cc(C2(c3ccc(O)c(C)c3)C(=O)Nc3ccccc32)ccc1O	67*	-12	-9	-5	6	3.7	5	0
COC(=O)c1sccc1NC(=O)Cn1nnc(-c2ccccc2C)n1	-8	17	12	-3	1	-6.6	1	-3
CN(C)/C=N/NC(=O)c1ccccc1Cl	-5	-1	0	-2	0	1.1	-5	1
O=C(O)C1CCN(S(=O)(=O)c2ccc(Cl)s2)CC1	0	-3	5	-7	5	-1.2	-2	-3
CC(C)Cn1c(N)c(C(=O)COC(=O)c2cc(-c3ccco3)nc3ccccc23)c(=O)n(C)c1=O	-1	-16	22	17	-30	2.3	16	40
COCCn1nnnc1CN1CCSCC1	-10	0	2	-11	1	-2.2	-3	-2
Cc1ccc(CNC(=O)c2ccc(N3CCc4ccccc43)c([N+](=O)[O-])c2)cc1	37*	10	31	-5	-2	7.1	23	-1
COc1ccccc1C1CC(=O)Nc2cc(C)c(C)cc21 (centres undefined)	-7	20	8	0	-1	1.2	4	4
CC(=O)c1ccc(N2CCN(C(=O)c3ccc4c(c3)OCO4)CC2)cc1	-3	2	1	-5	1	-0.3	1	0
NC(=O)c1sc2nc3c(c(-c4ccco4)c2c1N)CCC3	-6	-25	8	19	0	0.4	-13	9
Clc1ccc(CNc2ccccn2)cc1	-5	-45	12	-6	-1	0.3	-3	0
CCC(C)C(=O)Nc1cc([N+](=O)[O-])ccc1Cl (centres undefined)	1	-29	16	0	-4	1.1	-5	1
Cc1ccc(-c2nn[nH]n2)cc1Cl	-3	-1	-2	-6	-1	1.5	3	-2
CC(CNC(=S)Nc1cc(F)cc(F)c1)CSc1ccc(Cl)cc1 (centres undefined)	11	17	23	-3	10*	97*	1	1
Cc1ccc(NC(=O)CN2C(=O)N/C(=C\c3cccn3-c3cccc(C(=O)O)c3)C2=O)cc1	0	3	9	56	-3	2.6	1	95
CCOC(=O)N1CCN(c2c(N3CCN(c4cc(C)ccc4C)CC3)c(=O)c2=O)CC1	1	10	13	-9	-1	0.2	2	-6
CC(C)NC(=S)N1CCN(S(=O)(=O)c2cccc(C(F)(F)F)c2)CC1	-8	-4	8	-4	-1	0.6	-1	7
COc1ccc(C(=O)Nc2cccc(C(=O)N3CCCC3)c2)cc1	-6	-13	11	-3	-1	1.5	-1	0
Cc1ccc(C(=O)C(C)OC(=O)Cc2n[nH]c(=O)c3ccccc23)cc1C (centres undefined)	-2	-3	20	-3	0	1.5	-3	-2

Entries above shown as hits in GRIN3A LBD mod:
Structure	EBI2 block	CCR6 antag	A3G deaminase	GRIN3A LBD mod	MPTP block	CXCR6 inh	APOBEC3A inh
COc1ccc(C(=O)Nc2cc3c(cc2OC)CCCC3)cc1Br	29	-5	-7	11*	1.0	7	-2
CC(CNC(=S)Nc1cc(F)cc(F)c1)CSc1ccc(Cl)cc1 (centres undefined)	11	23	-3	10*	97*	1	1

More records:
SMILES	EBI2 block	Gli-Sufu block	CCR6 antag	A3G deaminase	GRIN3A LBD mod	MPTP block	CXCR6 inh	APOBEC3A inh
CCOC(=O)c1c(N)ssc1=S	0	-3	32	2	-1	-1.1	19	-5
O=C(Nc1ccccc1N1CCOCC1)c1cc(Cl)c2c(c1)OCO2	5	5	11	8	1	0.1	6	4
O=C(CN1C(=O)C2C3C=CC(C3)C2C1=O)NCc1ccco1 (centres undefined)	-5	-1	-8	-5	-1	0.6	8	-2
CCCN1CNc2c(c(=O)[nH]c(=S)n2-c2ccc(Cl)cc2)C1	-7	3	11	-4	-1	0.2	2	-7
CCN1C(=O)NC(c2ccccc2)C1=O (centres undefined)	-2	27	8	-4	-1	0.1	0	-1
O=C(NC1CCN(C(=O)N2c3ccccc3Sc3ccccc32)CC1)c1ccccc1F	-11	-3	20	-6	-20	4.1	1	-3
C=CCC(NCc1ccccc1)c1ccc(Cl)cc1 (centres undefined)	3	2	26	3	4	1.8	-11	3
CCN(Cc1ccccc1)C(=O)CSc1nncn1C	1	22	7	-3	0	-0.8	-11	0
Cc1ccc(Nc2cc(C)nc(-c3ccccc3O)n2)cc1	18	-49	-7	-4	7	29	-3	-2
CCCNC(=O)c1ccc(N2CCC3(CC2)CC(c2cccc(Br)c2)=NO3)c([N+](=O)[O-])c1	11	45	25	-2	-11	1.1	10	3
COc1ccc(C(=NNc2ccccc2C(=O)O)c2ccc(OC)cc2)cc1	-8	-1	10	-6	-9	16	7	-3
COc1cc(OC)cc(C(=O)N2CCC(C(=O)N3CCOCC3)CC2)c1	1	-25	5	-10	0	2.1	-5	-3
CC(C)=CCN1CCN(Cc2coc3ccc(C)cc3c2=O)CC1CCO (centres undefined)	0	17	9	-2	0	2.7	2	2
C=CCn1c(O)c(N=NC(=S)Nc2cccc(OC)c2)c2ccccc21	13	45	27	0	-15	3.0	18	3
CCOC(=O)/C=C1\NC2(CCCCC2)Cc2cc(OC)c(OC)cc21	24	0	41	0	-4	0.1	35	0
CCCn1c(SCC(=O)Nc2nnc(-c3ccccc3)s2)nnc1-c1ccccn1	-6	6	10	-1	-24	0.2	2	-2
Cc1ccc(Cn2ncc3c(NCCCN(C)C)ncnc32)cc1	3	4	6	-4	-1	0.8	-9	0
O=C(O)c1sc2cccc(Cl)c2c1Cl	1	0	0	-2	0	-1.3	-14	-2
CCc1cc(=O)oc2cc(OCC(=O)N3CCCc4ccccc43)ccc12	-11	5	4	9	-1	0.6	-4	0
COc1ccccc1-c1nnc2sc(C3CCCCC3)nn12	-11	0	4	-9	-3	0.0	-2	-8
COc1cccc(NC(=O)N2CCCC2C(=O)Nc2cc(C)ccc2OC)c1 (centres undefined)	10	-2	10	-9	-2	0.9	-6	-4
Cc1c(Nc2nc3ccccc3nc2N2CCN(c3ccccc3)CC2)c(=O)n(-c2ccccc2)n1C	0	12	2	-3	2	2.9	5	-2
